GLP-1R agonist = qHTS of GLP-1 Receptor Agonists; HEK293 GLP-1R CRE-luciferase, luminescence, 4-6 h; cells express a hypersensitive GLP-1R form; Potency, µM (titrated, usually from 45.6 µM), without a hit: at the top dose activation, actives largely listed as activators; Glucagon-like peptide 1 receptor (Homo sapiens), P43220; hit rate 0.007% among 380,000; note: potency is the fitted concentration of half-maximal effect; % of control where 0% means no effect
WRN helicase inh = qHTS for Inhibitors of WRN Helicase | Bifunctional 3'-5' exonuclease/ATP-dependent helicase WRN (Homo sapiens), Q14191 | WRN helicase unwinding, fluorescent forked duplex, kinetic | Potency, µM (titrated, usually from 114 µM), inactives show at the highest dose activity change, negative = inhibition, actives largely listed as inhibitors | hit rate 0.46% among 360,000 | AID 651768, 2012; note: potency is the fitted concentration of half-maximal effect; % is set by controls: 0 for no effect and ±100 for the full control effect; nearly all actives have a fitted effect of over 55% in size
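Kinetic fluorescence helicase assay: unwinding of a quenched forked DNA duplex (100 nM final) with 2 mM ATP final raises red fluorescence (525/598 nm). Compounds sat 15 min at room temperature with 20 nM WRN beforehand.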
IL-2 act = qHTS of IL-2 Activators. IL-2 activation reporter assay, cell-based qHTS; stimulated with anti-CD3/CD4/CD28 beads; in transgenic mouse T cells. activation, % (series mostly up to about 46 µM). hit rate 0.065% among 360,000; in the data active = activation above about 50%; inconclusive = mostly about 30% to 49%; note: 0% is about no effect
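Unstimulated transgenic mouse T cells, 750 per well, received compound and, after 60 minutes, anti-CD3/anti-CD4 bead plus anti-CD28 stimulation. EGFP and DsRed were quantified after 18 hours.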
PI5P4K alpha inh = qHTS for Inhibitors of phosphatidylinositol 5-phosphate 4-kinase (PI5P4K). Phosphatidylinositol 5-phosphate 4-kinase type-2 alpha (Homo sapiens), P48426. PI5P4Kalpha enzyme, ADP-Glo luminescence, 60 min; stronger effect = lower value. max response, %. hit rate 1.2% among 330,000; active = max response of -50% or lower; inconclusive = between -30% and -50%; inactive = -30% or higher; note: value at the top dose of about 77 µM; % is set by controls: 0 for no effect and ±100 for the full control effect
Target sequence (P48426 whole entry, looked up): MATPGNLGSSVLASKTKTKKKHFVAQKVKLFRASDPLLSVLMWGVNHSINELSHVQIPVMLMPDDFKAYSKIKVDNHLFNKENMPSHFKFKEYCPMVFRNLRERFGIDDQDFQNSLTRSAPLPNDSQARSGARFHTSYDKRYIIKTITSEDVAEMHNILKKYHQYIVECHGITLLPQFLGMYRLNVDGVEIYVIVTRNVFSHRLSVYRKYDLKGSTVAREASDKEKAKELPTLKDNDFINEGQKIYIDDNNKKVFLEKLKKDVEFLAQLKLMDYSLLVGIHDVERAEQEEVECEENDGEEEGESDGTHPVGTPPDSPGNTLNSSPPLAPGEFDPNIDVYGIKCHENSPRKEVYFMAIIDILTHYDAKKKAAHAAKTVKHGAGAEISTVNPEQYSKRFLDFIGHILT
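qHTS, 1536-well: enzyme/substrate mix, compound by pin tool, 5 microM ATP final; RT 60 min; ADP-Glo reagents 1 (45 min) then 2 (30 min); luminescence.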
PLK1 PBD inh = qHTS for Inhibitors of PLK1-PDB (polo-like kinase 1 - polo-box domain): Primary Screen. Serine/threonine-protein kinase PLK1 (Homo sapiens), P53350. Plk1 PBD binding of FITC phosphopeptide, fluorescence polarization. Potency, µM, without a hit: max response, negative = inhibition, hits mostly inhibitors. hit rate 2.8% among 360,000. AID 720504, 2013; note: potency is the fitted concentration of half-maximal effect; series mostly up to about 57 µM; % is set by controls: 0 for no effect and ±100 for the full control effect; nearly all actives have a fitted effect of over 65% in size
Target sequence (P53350 whole entry, looked up, the tested form may be a part): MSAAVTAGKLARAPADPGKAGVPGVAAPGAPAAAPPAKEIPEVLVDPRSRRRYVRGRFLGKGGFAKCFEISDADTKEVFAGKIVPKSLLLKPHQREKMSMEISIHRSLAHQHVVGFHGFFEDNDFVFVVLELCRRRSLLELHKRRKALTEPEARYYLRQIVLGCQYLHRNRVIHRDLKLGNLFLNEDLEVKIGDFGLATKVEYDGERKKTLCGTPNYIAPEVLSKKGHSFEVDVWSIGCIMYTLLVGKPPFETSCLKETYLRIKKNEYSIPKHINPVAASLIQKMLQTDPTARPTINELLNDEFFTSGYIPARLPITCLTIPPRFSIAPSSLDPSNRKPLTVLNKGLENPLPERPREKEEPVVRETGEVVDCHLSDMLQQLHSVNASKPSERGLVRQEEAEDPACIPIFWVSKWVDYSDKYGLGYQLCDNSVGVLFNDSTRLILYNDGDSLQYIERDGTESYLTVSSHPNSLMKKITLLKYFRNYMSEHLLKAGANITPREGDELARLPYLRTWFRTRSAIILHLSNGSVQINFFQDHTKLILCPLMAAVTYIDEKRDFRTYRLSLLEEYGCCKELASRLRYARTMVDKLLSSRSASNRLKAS
DRD3 agonist = qHTS of D3 Dopamine Receptor Agonist: qHTS. max activation, %. D(3) dopamine receptor (Homo sapiens), P35462. AID 652048, 2013. D3R DiscoveRx beta-arrestin cells, luminescence, 90 min. hit rate 0.58% among 410,000; in the data active = max activation above about 30%; note: 0% is about no effect; mostly tested at two doses, the higher about 12 µM
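Agonist-mode cell screen: cells plated at 1500/well and incubated overnight at 37 °C, then exposed to library compounds for 90 min at 37 °C. Detection reagent was added for 30–60 min at room temperature, and luminescence was read.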
GLP1R cytotox = qHTS of GLP-1 Receptor Inverse Agonists: Cytotox Screen | HEK293 cAMP-luciferase reporter cells, luminescence, 24 h | Potency, µM (highest dose often 38.3 µM), inactives show at the top dose activity change, negative = inhibition, most hits filed as inhibitors | hit rate 0.13% among 410,000;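 note: loss of luciferase light is scored as toxicity; potency is the fitted concentration of half-maximal effect; % is set by controls: 0 for no effect and ±100 for the full control effect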
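Luminescence readout: signal drop marks cytotoxicity. Plated cells grew 12 h at 37 °C, 5% CO2, received 23 nL compound for 24 h, then got luciferase reagent, read after 12 min at RT.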
D3 antag = qHTS of D3 Dopamine Receptor Antagonist: qHTS; D(3) dopamine receptor (Homo sapiens), P35462; D3R cells, DiscoveRx beta-arrestin luminescence, antagonist mode; stronger effect = lower value; max response, negative = inhibition, %; hit rate 2.5% among 360,000; in the data active = max response below about -50%; inconclusive = no clear call, values can overlap the other calls; note: % is set by controls: 0 for no effect and ±100 for the full control effect; mostly tested at two doses, the higher about 12 µM
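Cells plated overnight at 1500 cells/well, then exposed to library compounds with dopamine controls for 90 minutes at 37 degrees C. DiscoveRx reagent added for 30–60 minutes at room temperature; luminescence read, quantitative HTS format.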
GLP1R inv ag = qHTS of GLP-1 Receptor Inverse Agonists (Inhibition Mode); hit rate 1.6% among 410,000; AID 624417, 2012; HEK293 GLP-1R CRE-luciferase, luminescence, 24 h; GLP-1R form is constitutively active; Glucagon-like peptide 1 receptor (Homo sapiens), P43220; Potency, µM (top dose mostly 38.3 µM), without a hit: top-dose activity change, negative = inhibition, usual class: inhibitors; note: potency is the fitted concentration of half-maximal effect; % is set by controls: 0 for no effect and ±100 for the full control effect; nearly all actives have a fitted effect of over 55% in size
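Cells are plated, allowed 12 hours at 37 deg C, then treated with compounds for 24 hr before luciferase detection reagent is added and luminescence is read after 12 min at room temperature. The HEK293 line carries constitutively active GLP-1R with a cAMP-responsive reporter.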
* hit, by the source's call; [ ] = dose if it differs, or a comment. Unless noted, calls come from the whole dose curve; as a rule, active = well fitted curve in the direction sought with a large enough effect; inconclusive = small, poorly fitted or top-dose-only effect, or another doubt; inactive = no such curve, though single readings can be large; an effect the other way counts as inactive or inconclusive.

`CCC[C@@H](CN1CCC[C@H]1CN1C(N)=NC[C@@H]1Cc1ccccc1)N1C[C@@H]([C@H](C)CC)N(CCc2ccc(Cl)c(Cl)c2)C1=N` gave GLP-1R agonist -1%, WRN helicase inh -14%, IL-2 act -0.5, PI5P4K alpha inh -1, PLK1 PBD inh -5%, DRD3 agonist -47, GLP1R cytotox -11%, D3 antag -64* and GLP1R inv ag -19%.
CCCNC(=O)c1cc(C2CCCCN2S(=O)(=O)c2ccccc2)on1 (stereo not drawn) was read as GLP-1R agonist -4%, WRN helicase inh -3%, IL-2 act 1.1, PI5P4K alpha inh 1, PLK1 PBD inh -3%, DRD3 agonist -13, GLP1R cytotox -1%, D3 antag -24 and GLP1R inv ag 24%.
`Cc1ccc(-c2nnc(SCC(=O)N/N=C/c3c(C)nn(-c4ccccc4)c3C)n2-c2ccc(C)cc2)cc1` gave GLP-1R agonist 15%, WRN helicase inh -17%, IL-2 act 1.2, PI5P4K alpha inh 5, PLK1 PBD inh 2%, DRD3 agonist -8, GLP1R cytotox 0%, D3 antag -3 and GLP1R inv ag -5%.
Cc1ccc(C(=O)Nc2nnc(CC(=O)N/N=C/c3ccc(O)c(O)c3)s2)cc1 was read as GLP-1R agonist 0%, WRN helicase inh 20µM*, IL-2 act 1.8, PI5P4K alpha inh -58*, PLK1 PBD inh -22%, DRD3 agonist 3, GLP1R cytotox -9%, D3 antag -8 and GLP1R inv ag 6%.
For Clc1ccc(C2=Nn3c(nnc3-c3cccnc3)SC2)s1 the results were GLP-1R agonist -2%, WRN helicase inh 2%, IL-2 act -1.8, PI5P4K alpha inh -3, PLK1 PBD inh -2%, DRD3 agonist -5, GLP1R cytotox -4%, D3 antag inconclusive and GLP1R inv ag 7%.
Screening COc1ccc2nc(NS(=O)(=O)c3ccc(NC(C)=O)cc3)sc2c1 returned GLP-1R agonist 1%, WRN helicase inh -20%, IL-2 act -0.5, PLK1 PBD inh -19%, DRD3 agonist -1, GLP1R cytotox 12%, D3 antag 2 and GLP1R inv ag 12%.
`O=C(Nc1ccccc1)c1ccc2c(c1)OCCO2` gave GLP-1R agonist -2%, WRN helicase inh 12%, IL-2 act 0.9, PI5P4K alpha inh -13, PLK1 PBD inh -5%, DRD3 agonist 6, GLP1R cytotox -11%, D3 antag 27 and GLP1R inv ag -13%.
For O=C(COc1ccc(Cl)cc1)Nc1nc(-c2cccs2)cs1 the results were GLP-1R agonist -18%, WRN helicase inh -3%, IL-2 act -0.1, PI5P4K alpha inh -5, PLK1 PBD inh 0%, DRD3 agonist -4, GLP1R cytotox -2%, D3 antag -16 and GLP1R inv ag inconclusive.
For CCN=C1SC(C(=O)Nc2cccc(Cl)c2)CC(=O)N1CC (stereo not drawn) the results were GLP-1R agonist -1%, WRN helicase inh 6%, IL-2 act 0.2, PI5P4K alpha inh 2, PLK1 PBD inh -3%, DRD3 agonist 2, GLP1R cytotox -7%, D3 antag 1 and GLP1R inv ag -25%.
For Cc1ccc(C)c(S(=O)(=O)N2CCN(C(=O)C3CCN(c4ncnc5sc(C)c(C)c45)CC3)CC2)c1 the results were GLP-1R agonist -6%, WRN helicase inh -13%, IL-2 act -1.0, PI5P4K alpha inh 4, PLK1 PBD inh -4%, DRD3 agonist 3, GLP1R cytotox -24%, D3 antag 0 and GLP1R inv ag inconclusive.
Screening CC(=O)NN1C(=O)c2ccc(Oc3cccc([N+](=O)[O-])c3)cc2C1=O returned GLP-1R agonist -6%, WRN helicase inh -1%, IL-2 act -1.5, PLK1 PBD inh -9%, DRD3 agonist -11, GLP1R cytotox 3%, D3 antag -6 and GLP1R inv ag 4%.
For COC(=O)C(NC(=O)CCc1nnc2ccc(N3CCC(C)CC3)nn12)C(C)C (stereo not drawn) the results were GLP-1R agonist 6%, WRN helicase inh -2%, IL-2 act 0.6, PI5P4K alpha inh 0, PLK1 PBD inh -7%, DRD3 agonist 9, GLP1R cytotox -29%, D3 antag 15 and GLP1R inv ag -10%.
CCOC(=O)Cc1csc(NC(=O)c2cnc3scc(C)n3c2=O)n1 was read as GLP-1R agonist 0%, WRN helicase inh 0%, IL-2 act -0.1, PLK1 PBD inh -10%, DRD3 agonist -7, GLP1R cytotox 0%, D3 antag 9 and GLP1R inv ag 0%.
For COc1ccc2cc(C(c3nnnn3C3CCCC3)N3CCCCCC3)c3nnnn3c2c1 (stereo not drawn) the results were GLP-1R agonist -8%, WRN helicase inh -4%, IL-2 act 0.8, PI5P4K alpha inh 7, PLK1 PBD inh -2%, DRD3 agonist -1, GLP1R cytotox -7%, D3 antag -11 and GLP1R inv ag -5%.
`Cc1nc(NC(C)c2ccccc2)sc1C(=O)Nc1ccccc1` (stereo not drawn) gave GLP-1R agonist 0%, WRN helicase inh -4%, IL-2 act -4.5, PI5P4K alpha inh -4, PLK1 PBD inh 24µM*, DRD3 agonist -12, GLP1R cytotox -13%, D3 antag -26 and GLP1R inv ag inconclusive.
For CC1=Nc2ccc(C)cc2N(Cc2ccccc2)C(=O)C1 the results were GLP-1R agonist 3%, WRN helicase inh -1%, IL-2 act -3.0, PI5P4K alpha inh 0, PLK1 PBD inh 4%, DRD3 agonist 0, GLP1R cytotox 2%, D3 antag -30 and GLP1R inv ag 8%.
`CCOC(=O)C1CCCN(C(=O)/C=C/c2ccc(Cl)cc2)C1` (stereo not drawn) gave GLP-1R agonist 11%, WRN helicase inh 4%, IL-2 act 0.0, PI5P4K alpha inh 3, PLK1 PBD inh inconclusive, DRD3 agonist -5, GLP1R cytotox -3%, D3 antag -9 and GLP1R inv ag -27%.
Screening O=C1[C@@H]2C(c3ccc(F)cc3)=NO[C@@H]2C(=O)N1Cc1ccccc1 returned GLP-1R agonist 2%, WRN helicase inh 7%, IL-2 act -2.4, PI5P4K alpha inh -2, PLK1 PBD inh 2%, DRD3 agonist -2, GLP1R cytotox 0%, D3 antag -10 and GLP1R inv ag -12%.
Screening CCCc1nnc(NC(=O)CC(=O)Nc2ccccc2C(=O)O)s1 returned GLP-1R agonist -31%[inhibitor], WRN helicase inh -15%, IL-2 act 0.4, PI5P4K alpha inh inconclusive, PLK1 PBD inh -3%, DRD3 agonist 6, GLP1R cytotox 19%, D3 antag inconclusive and GLP1R inv ag -20%.
CC(CSc1nc2ccccc2s1)Cn1c(N2CCCC2)nc2c1c(=O)[nH]c(=O)n2C (stereo not drawn) was read as GLP-1R agonist 4%, WRN helicase inh -6%, IL-2 act -0.2, PI5P4K alpha inh -1, PLK1 PBD inh -10%, DRD3 agonist 1, GLP1R cytotox inconclusive, D3 antag -13 and GLP1R inv ag 0%.

A section from the list above, as a working copy:
`CCC[C@@H](CN1CCC[C@H]1CN1C(N)=NC[C@@H]1Cc1ccccc1)N1C[C@@H]([C@H](C)CC)N(CCc2ccc(Cl)c(Cl)c2)C1=N` gave GLP-1R agonist -1%, WRN helicase inh -14%, IL-2 act -0.5, PI5P4K alpha inh -1, PLK1 PBD inh -5%, DRD3 agonist -47, GLP1R cytotox -11%, D3 antag -64* and GLP1R inv ag -19%.
CCCNC(=O)c1cc(C2CCCCN2S(=O)(=O)c2ccccc2)on1 (stereo not drawn) was read as GLP-1R agonist -4%, WRN helicase inh -3%, IL-2 act 1.1, PI5P4K alpha inh 1, PLK1 PBD inh -3%, DRD3 agonist -13, GLP1R cytotox -1%, D3 antag -24 and GLP1R inv ag 24%.

Carrying on.
COc1ccc(-c2cc(C(=O)OCC(=O)c3cccc([N+](=O)[O-])c3)c3cc(C)ccc3n2)cc1 was read as GLP-1R agonist 1%, WRN helicase inh -12%[57.1 µM], IL-2 act -1.3, PI5P4K alpha inh 0, PLK1 PBD inh -6%, DRD3 agonist -2, GLP1R cytotox 0%, D3 antag 2 and GLP1R inv ag 5%.
`CCOC(=O)C1=C(N)Oc2cc(O)ccc2C1c1ccccc1` (stereo not drawn) gave GLP-1R agonist 18%, WRN helicase inh -12%, IL-2 act -0.5, PI5P4K alpha inh 12, PLK1 PBD inh -1%, DRD3 agonist 1, GLP1R cytotox -23%, D3 antag 3 and GLP1R inv ag inconclusive.
Screening Cc1cc2nc(C)n(CCCNC(=O)Nc3ccc(C#N)cc3)c2cc1C returned GLP-1R agonist -1%, WRN helicase inh -1%, IL-2 act 0.2, PI5P4K alpha inh 2, PLK1 PBD inh -3%, DRD3 agonist -6, GLP1R cytotox -7%, D3 antag 3 and GLP1R inv ag inconclusive.
`COc1ccc(/C=C(\NC(=O)c2ccccc2)C(=O)NNC(=O)CCN2CCOCC2)cc1` gave GLP-1R agonist 4%, WRN helicase inh -2%, IL-2 act 0.1, PI5P4K alpha inh 1, PLK1 PBD inh -10%, DRD3 agonist 0, GLP1R cytotox 6%, D3 antag 0 and GLP1R inv ag -7%.
Screening Cc1cc(C)c2nc(N3CCCC(C(=O)N4CCC(C(N)=O)CC4)C3)sc2c1 (stereo not drawn) returned GLP-1R agonist 3%, WRN helicase inh 4%, IL-2 act -1.4, PLK1 PBD inh -1%, DRD3 agonist 3, GLP1R cytotox -1%, D3 antag 8 and GLP1R inv ag 0%.
For COC(=O)c1nn(-c2nc(-c3ccc(OC)c(OC)c3)cc(C(F)(F)F)n2)cc1[N+](=O)[O-] the results were GLP-1R agonist 9%, WRN helicase inh -5%, IL-2 act -0.1, PI5P4K alpha inh -2, PLK1 PBD inh -1%, DRD3 agonist -15, GLP1R cytotox 1%, D3 antag 8 and GLP1R inv ag 1%.
COc1ccc(-c2noc(CN(C)C(=O)c3ccc4c(c3)OCO4)n2)cc1OC was read as GLP-1R agonist 8%, WRN helicase inh -6%, IL-2 act 2.1, PI5P4K alpha inh 4, PLK1 PBD inh -8%, DRD3 agonist -31, GLP1R cytotox 8%, D3 antag 0 and GLP1R inv ag 14%.

Screening data as filed in PubChem BioAssay.
